CHO-K1 Ca antag = nonselective inhibitor or artifact in parental CHO-K1 cells; ATP-induced calcium, Fluo-8 fluorescence; inhibition, % at 3 µM; 360,000 tested, 0.6% active;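 active = inhibition above a per-plate cutoff, the plate's mean sample inhibition plus 3 SD, cut at about 24% in these data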;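 also: 0% = DMSO plus EC80 ATP and 100% = DMSO alone without ATP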
CHRM1 agonist = human M1 muscarinic receptor agonists, primary screen, Fluo-8 calcium fluorescence, CHO-K1 cells, HTS; activation, % at 3 µM; AID 588814, 2011; CHO-K1 hM1, agonist mode; 0% DMSO, 100% acetylcholine EC100; 360,000 tested, 0.33% active; Muscarinic acetylcholine receptor M1 (Homo sapiens), P11229;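 active = activation above the run's mean compound activation plus 3 SD, cut at about 16% in these data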;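 also: peak over basal fluorescence ratio within a 140 s kinetic read after compound addition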
V1R ag counter = agonists of human V1a receptor, primary screen, counter-screen for OXTR agonist project, fluorescence, CHO-V1R cells; Fluo-8 calcium fluorescence, agonist mode; 0% DMSO, 100% 3 nM vasopressin; activation, % at 3 µM; 320,000 tested, 0.25% active; AID 2797, 2010;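 active = activation above the mean activation of all tested compounds plus 3 SD, per screening run, cut at about 20% in these data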;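 also: signal is peak over basal fluorescence ratio across a 100 second FLIPR read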
Target sequence (P37288 whole entry, looked up): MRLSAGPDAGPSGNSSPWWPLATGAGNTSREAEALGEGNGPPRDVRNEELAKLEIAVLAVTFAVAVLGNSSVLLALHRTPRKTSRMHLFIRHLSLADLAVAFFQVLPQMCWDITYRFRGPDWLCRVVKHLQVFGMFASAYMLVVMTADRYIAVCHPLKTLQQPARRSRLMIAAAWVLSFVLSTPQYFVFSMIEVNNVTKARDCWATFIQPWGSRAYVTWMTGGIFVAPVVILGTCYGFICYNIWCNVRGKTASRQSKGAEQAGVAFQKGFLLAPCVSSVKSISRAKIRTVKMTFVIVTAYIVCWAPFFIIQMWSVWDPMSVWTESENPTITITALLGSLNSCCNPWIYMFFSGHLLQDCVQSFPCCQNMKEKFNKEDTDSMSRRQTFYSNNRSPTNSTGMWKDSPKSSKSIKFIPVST
CHO-K1 Ca ag = counter-screen for M1 agonists: effect in parental CHO-K1 cells; Fluo-8 calcium fluorescence; scaled to maximal ATP response, vehicle zero; activation, % at 3 µM; 360,000 tested, 0.48% active; AID 602248, 2012; in the data active = activation above about 15%;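 also: untransfected CHO-K1 host cells lacking M1 receptor as counterscreen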
M1 PAM parental = nonselective calcium activators in parental CHO-K1 cells, primary screen, counter-screen for M1 PAM project, cell-based, Fluo-8 calcium fluorescence, full deck, 1536-well. ATP EC20; 0% at ATP EC20, 100% at ATP max. 360,000 tested, 0.02% active. activation, % at 3 µM. AID 602247, 2012;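 active = activation above the run cutoff, the mean activation of all test compounds plus 3 SD, cut at about 40% in these data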;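 also: peak over basal fluorescence ratio in a 140 s read after ATP addition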
TAAR1 agonist = human TAAR1 agonists, primary screen, Fluo-8 calcium fluorescence, CHO RD-HGA16 cells. Trace amine-associated receptor 1 (Homo sapiens), Q96RJ0. vehicle wells 0%, saturating PEA agonist 100%. activation, % at 3 µM. 360,000 tested, 0.99% active. AID 624467, 2012;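 active = activation above the mean activation of all test compounds in the run plus 3 SD, cut at about 38% in these data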
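Test system: RD-HGA16 (CHO) cells co-expressing Gα16 and hTAAR1 | Doses: Single dose, 3 µM | Schedule: 17-24 h seeding, 75 min 37 °C dye, 30 min RT | Evaluation: % activation from peak over basal fluorescence ratio, DMSO-to-PEA scaled | Technique: Kinetic Fluo-8 calcium fluorescence | Benchmarks: Low control DMSO, high control PEA (EC100)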
TAAR1 antagonist = human TAAR1 antagonists, primary screen, Fluo-8 calcium fluorescence, CHO RD-HGA16 cells. Trace amine-associated receptor 1 (Homo sapiens), Q96RJ0. antagonist. inhibition, % at 3 µM. 360,000 tested, 1.5% active. AID 624466, 2012;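 active = inhibition above a per-plate cutoff, the mean inhibition of test compounds on that plate plus 3 SD, cut at about 49% in these data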;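 also: 0% = DMSO plus EC80 beta-PEA response and 100% = DMSO alone without agonist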
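Test system: hTAAR1-expressing CHO RD-HGA16 cells, Gα16-coupled; Probe or stimulus: EC80 β-phenethylamine stimulus; Compound dosing: single nominal final test compound concentration of 3 µM; Timing: 140 s kinetic read after compound, 140 s after agonist; Signal: Fluo-8 calcium-sensitive fluorescence; Measure: % inhibition of agonist calcium response; Controls: DMSO and EC80 PEA controls.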
OXTR potentiator = human OXTR potentiators, primary screen, fluorescence, CHO-OTR cells, Fluo-8 calcium. Oxytocin receptor (Homo sapiens), P30559. Fluo-8 calcium fluorescence, potentiator mode; 0% = oxytocin EC15, 100% = EC100. activation, % at 3 µM. 320,000 tested, 0.061% active;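 active = activation above that plate's cutoff, the mean activation of tested compounds plus 3 SD, cut at about 6.6% in these data, passing the limit was not always enough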;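 also: 100% uses oxytocin at 75 nM as the full agonist control; some results filed as inactive read as strong as hits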
Target sequence (P30559 whole entry, looked up): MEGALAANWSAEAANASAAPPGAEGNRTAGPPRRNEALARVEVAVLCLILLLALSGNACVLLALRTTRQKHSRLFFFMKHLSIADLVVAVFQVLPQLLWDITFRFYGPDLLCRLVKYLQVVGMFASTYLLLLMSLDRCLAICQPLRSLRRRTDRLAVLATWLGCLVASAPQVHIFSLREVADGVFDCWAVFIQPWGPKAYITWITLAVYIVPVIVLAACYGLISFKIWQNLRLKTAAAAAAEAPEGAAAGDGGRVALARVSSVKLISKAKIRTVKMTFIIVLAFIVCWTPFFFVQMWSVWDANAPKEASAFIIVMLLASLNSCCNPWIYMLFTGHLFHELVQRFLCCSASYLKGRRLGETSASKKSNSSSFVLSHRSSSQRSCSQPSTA
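Dosing: Single dose, 3.0 µM nominal final compound concentration | Material: Human OTR in CHO cells | Technique: Kinetic Fluo-8 calcium fluorescence | Benchmarks: EC15 oxytocin alone as 0%, 75 nM oxytocin as 100% | Probe or stimulus: Oxytocin at about EC15, sub-maximal agonist stimulus | Incubation: Compound 6 min at room temperature before oxytocin, 100 s read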
CHO parental Ca = ATP-evoked calcium signal inhibitors, parental CHO, primary screen, counter-screen for OX1R antagonist project, cell-based, fluorescence, Fluo-8 calcium dye | inhibition, % at 5.6 µM | 330,000 tested, 0.63% active | parental CHO-K1, ATP-induced calcium, Fluo-8 fluorescence;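 active = inhibition above that plate's mean sample inhibition plus 3 SD, cut at about 26% in these data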;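 also: 0% = ATP-challenged DMSO wells and 100% = DMSO wells without ATP; some compounds past the cut are filed as inactive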
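Assay system – parental CHO cells · Reagent – ATP stimulus · Detection – intracellular calcium via Fluo-8 no-wash fluorescent dye · Evaluation – percent inhibition of ATP-evoked calcium rise, normalized to controls · Controls – ATP wells versus no-ATP DMSO wells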
Numbers without * were called inactive; . = not tested or not shown; & = joins results of further samples.

compound,CHO-K1 Ca antag,CHRM1 agonist,V1R ag counter,CHO-K1 Ca ag,M1 PAM parental,TAAR1 agonist,TAAR1 antagonist,OXTR potentiator,CHO parental Ca
O=C(COC(=O)C12CC3CC(CC(C3)C1)C2)Nc1ccc([N+](=O)[O-])cc1Cl,-1,-4,-0.9,0.0,15,3,1,-6,-17
CCn1c(SC(=O)NC2CCCCC2)nnc1-c1cccs1,-5,-5,-0.2,0.4,20,21,-15,0,-5
O=C(NC1C=CS(=O)(=O)C1)c1ccccc1 (centres undefined),-9,-6,-0.2,0.8,24,1,-1,-12,-7
COc1ccccc1-n1c(-c2ccco2)n[nH]c1=S,-11,5,0.9,1.0,3,3,1,-2,1
Nc1nc(-c2ccc3c(c2)CCO3)cs1,-13,-5,0.0,1.2,19,1,-8,-6,-4
Cc1c(C(=S)Nc2ccccc2)cnn1-c1ccc([N+](=O)[O-])cc1,-6,-2,11,11,15,5,23,-5,6
CN1CCN(C(=S)c2cn(Cc3ccc(F)cc3)c3ccccc23)CC1,-5,13,1.7,1.5,-3,2,14,-10,-14
O=C(c1ccccc1)C1C(c2ccccc2)C1[N+](=O)[O-] (centres undefined),-12,-6,-1.2,0.3,-3,5,7,-1,-13
CCOC(=O)Cc1ccc(NC(=O)c2ccc([N+](=O)[O-])cc2)cc1,-4,-2,1.5,0.2,-14,24,20,-11,-12
COc1ccc(NC(=O)CN2CCC(n3c(C)nc4cc(F)ccc43)CC2)c(OC)c1,-19,0,6.5,1.5,27,16,-18,-17,-51
O=C(CSc1cccs1)NCCc1ccccc1,-12,-4,0.2,0.2,22,0,1,-9,1
COC(=O)c1ccccc1S(=O)(=O)N1CCC(C(=O)NC2CCCCC2C)CC1 (centres undefined),-3,-5,0.5,0.2,-1,0,-3,-1,-7
Clc1ccc(-c2cccs2)nn1,-4,1,-0.8,0.1,18,1,-17,-3,-2
CC1(C(=O)NS(=O)(=O)c2ccccc2)CCN1C(=O)C1CCCCC1 (centres undefined),-12,0,.,0.1,-5,2,-21,.,.
Cc1ccc(-n2c(C)nnc2SCC(=O)N2CCc3ccccc3C2)cc1C,3,-6,1.5,0.2,9,5,1,-3,-32

One compound at a time, as listed above. Order of values: CHO-K1 Ca antag, CHRM1 agonist, V1R ag counter, CHO-K1 Ca ag, M1 PAM parental, TAAR1 agonist, TAAR1 antagonist, OXTR potentiator, CHO parental Ca
CCOC(=O)Cc1ccc(NC(=O)c2ccc([N+](=O)[O-])cc2)cc1 is entered as -4, -2, 1.5, 0.2, -14, 24, 20, -11, -12
Nc1nc(-c2ccc3c(c2)CCO3)cs1 is entered as -13, -5, 0.0, 1.2, 19, 1, -8, -6, -4
COc1ccc(NC(=O)CN2CCC(n3c(C)nc4cc(F)ccc43)CC2)c(OC)c1 is entered as -19, 0, 6.5, 1.5, 27, 16, -18, -17, -51

Continued:
compound,CHO-K1 Ca antag,CHRM1 agonist,V1R ag counter,CHO-K1 Ca ag,M1 PAM parental,TAAR1 agonist,TAAR1 antagonist,OXTR potentiator,CHO parental Ca
COc1ccc(CCNC(=O)c2ccc3ccccc3n2)cc1,-14,-6,1.3,0.3,0,7,-15,-4,-4
O=C(c1cccc([N+](=O)[O-])c1)N1CCCC(C(=O)N2CCc3ccccc3C2)C1 (centres undefined),-12,-6,6.3,0.8,2,0,-5,-9,-23
CCOC(=O)Nc1ccc2c(c1)N(C(=O)CN1CCN(C)CC1)c1ccccc1S2,-6,-7,2.5,2.0,17,16,4,-1,-16
Cc1ccc(S(=O)(=O)N(C)CC(=O)OCC(=O)N2CCCC2=O)cc1,-5,-3,0.1,0.2,0,-1,-13,-18,-6
CNC(=O)c1nnsc1S(=O)c1ccc(Cl)cc1 (centres undefined),-6,-1,.,1.4,13,15,22,.,.
CC(NC(=O)COc1cccnc1[N+](=O)[O-])c1ccc(Cl)cc1Cl (centres undefined),0,-10,2.9,4.5,-1,4,7,-15,-16
O=C(CCCN1C(=O)c2ccccc2C1=O)NCC1CCCO1 (centres undefined),4,3,1.0,-0.2,10,9,4,2,3
CCOC(=O)c1c(NC(=O)COC(=O)/C=C/c2ccco2)sc2c1CC(C)(C)NC2(C)C,-8,-4,0.3,3.8,4,6,-9,-8,-15
COc1ccc(NC(=O)CN(C)C(=O)c2cccc(S(=O)(=O)N3CC4(C)CC3CC(C)(C)C4)c2)cc1 (centres undefined),2,-5,-0.7,0.0,-8,3,-8,-3,-37
CC1=CC(C)[C@H](/C=N/n2c(=O)[nH]c3c([nH]c4ccc(C)cc43)c2=O)C(C)C1 (some centres undefined),-4,-5,-0.2,0.0,-12,1,-8,5,9
CC(Sc1ccc2ccccc2n1)C(=O)O (centres undefined),-13,0,.,0.1,19,12&21,-2&8,.,.
COc1ccccc1NC(=O)C1CCCN1C(=O)NCc1ccccc1 (centres undefined),-14,-2,-0.9,0.5,23,6,1,-12,-3
CCC(=O)c1ccc(OC)c(OC)c1O,-6,-7,0.8,1.6,5,2,-12,-5,3
COc1ccc(NC(=O)COc2ccccc2C(N)=O)cc1S(=O)(=O)N1CCCCC1,-5,-1,.,0.8,12,1,10,.,.
O=C(NCc1ccc(Cl)cc1)c1cc(=O)[nH]c2ccc(S(=O)(=O)N3CCOCC3)cc12,4,-2,0.6,0.0,-12,1,-2,-2,-6

Quoted from the listing.
O=C(CCCN1C(=O)c2ccccc2C1=O)NCC1CCCO1 (centres undefined) in OXTR potentiator shows 2
O=C(c1cccc([N+](=O)[O-])c1)N1CCCC(C(=O)N2CCc3ccccc3C2)C1 (centres undefined) in TAAR1 agonist shows 0
CC(NC(=O)COc1cccnc1[N+](=O)[O-])c1ccc(Cl)cc1Cl (centres undefined) in TAAR1 agonist shows 4
COc1ccc(CCNC(=O)c2ccc3ccccc3n2)cc1 in M1 PAM parental shows 0

Remaining list, next part.
Every second line gives: CHO-K1 Ca antag, CHRM1 agonist, V1R ag counter, CHO-K1 Ca ag, M1 PAM parental, TAAR1 agonist, TAAR1 antagonist, OXTR potentiator, CHO parental Ca
COc1ccccc1N1CCN(CCCOc2ccc(F)cc2)CC1
 : -2, -6, -0.1, 0.8, 3, 11, -6, -18, -24
Cc1ccc([N+](=O)[O-])cc1NC(=O)c1ccc(CSc2ccccc2)cc1
 : -14, -5, 0.8, 0.1, 8, 0, 13, -5, -14
CCC[C@H]1CN(c2ccc(Br)cc2)C(=O)[C@@H]1CC(=O)Nc1ccc(OC)cc1
 : 4, -2, ., 0.4, 5, -1, 18, ., .
O=C(CCn1c(=O)c2ccccc2n(Cc2cccnc2)c1=O)NCc1ccc2c(c1)OCO2
 : 6, -5, -1.6, 0.1, -5, 1, -21, -8, -23
CCc1nc(SCC(=O)NC2CCCC2)c2oc3ccccc3c2n1
 : 2, -2, 5.2, 0.0, -6, 1, -12, 0, -1
O=C(NCc1ccc(F)cc1)N1[C@H]2CC[C@@H]1C=C(c1ccc(F)cc1OCc1ccccc1)C2
 : -5, -10, ., 0.0, -1, 1, 15, ., .
Cc1nc(SCc2c(F)cccc2Cl)c2c(=O)n(C)c(=O)n(C)c2n1
 : 2, -4, 0.0, 0.1, 14, -1, -10, -1, -16
COc1ccccc1CC(=O)Nc1ccc(-c2noc(COc3ccc(Br)cc3)n2)cc1
 : 2, -6, 0.8, 0.0, 5, 12, 24, 4, -1
CCN(CC)c1ccc2cc(C#N)c(=O)oc2c1
 : -5, -8, 1.1, 0.1, -7, 15, -4, -5, -13
Cc1ccc(F)c(S(=O)(=O)NC(=O)C2(C)CCN2C(=O)CC2CCCCC2)c1 (centres undefined)
 : -14, -1, ., -0.2, 15, 3, -23, ., .
Cc1cc(C(=O)N2CCCC2(C)C(=O)NCC(C)C)nn1C(C)(C)C (centres undefined)
 : -10, -2, ., 0.6, 10, 0, -10, ., .
O=C(CNC(=O)c1cccs1)OCc1ccc(Cl)cc1
 : -5, -5, -0.4, -0.2, -6, -2, -21, -2, -4
CCOC(=O)C1CCN(CCC(=O)Nc2ccc(C)cc2)CC1
 : 4, -4, 1.8, -0.1, -1, 4, -7, -23, 0
COC(=O)CCC(=O)Nc1ccc(S(=O)(=O)N2CCCCCC2)cc1
 : -11, -7, 0.4, 0.5, 24, 0, 4, 1, -7
COc1ccc(NC(=O)CSc2ccc([N+](=O)[O-])cc2)cc1S(=O)(=O)N1CCOCC1
 : -16, 2, 2.3, 5.8, 1, 4, 5, -10, -6
CC(C)N(C(=O)[C@H]1CC(CC(=O)NCCCN(C)C)C(=O)N2CCc3c([nH]c4ccccc34)[C@]12C)C(C)C (some centres undefined)
 : -4, -3, 0.5, -0.1, -11, 2, -6, 2, -14
COc1cccc(NC(=O)c2ccc(N3C(=O)C4CC=CCC4C3=O)cc2)c1 (centres undefined)
 : 2, -1, 6.6, 3.1, -8, 6, -23, -2, 3
COc1ccccc1CCNC(=O)c1ccc(Br)s1
 : -4, -5, -0.5, 1.0, 1, -3, -17, -11, -18
Cc1ccc(OCC(=O)NNC(=S)NC(=O)C(C)(C)C)c(Br)c1
 : -9, 0, 0.8, 2.0, 17, 155*, 106*, -8, -1
CC(C)(CNC(=S)NCCc1ccccc1)CNC(=S)NCCc1ccccc1
 : 28*, -2, ., 12, -10, 46*, 62*, ., .
COc1cc(OC)cc(-c2nnc(NC(=O)CCS(=O)(=O)c3ccccc3)o2)c1
 : 15, -2, 0.5, -0.2, -16, 1, -19, 3, -1
Cc1ccc(Cn2nc(C)cc2C(=O)Nc2ccc(Cl)cc2)cc1
 : -6, -4, 0.1, 1.7, 18, 9, -4, -11, -19

Bioassay records (PubChem BioAssay)
